L major viab – Leishmania major promastigote growth inhibition, primary screen; Leishmania major promastigotes, resazurin fluorescence viability; inhibition, % at 10 µM; 200,000 tested, 9% active; AID 1063, 2008; in the data active = inhibition above about 50%;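 note: promastigotes grown with compound for 44 hours at 28 °C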
Efa HMGR inh – inhibitors of E. faecalis class II HMGR, primary screen, biochemical, Enterococcus faecalis; HMG-CoA reductase (Enterococcus faecalis, mvaE); inhibition, % at 10 µM; AID 1066, 2008; 190,000 tested, 0.41% active; purified E. faecalis HMGR, NADPH absorbance 340 nm kinetic;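 active = inhibition above a set limit, the median over all tested compounds plus 3 SD, cut at about 9.5% in these data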;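 note: enzyme runs in reverse so mevalonate oxidation gives rising NADPH absorbance; 0% = complete reaction with DMSO and 100% = background rate lacking mevalonate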
Redox H2O2 prof – compounds producing H2O2 with reducing agent – biochemical, NIH compound library profiling, artefact control for MLSCN library redox annotation, primary screen; activation, % at 10 µM; DTT-dependent redox cycling H2O2, phenol red/HRP absorbance; 100% = 100 µM peroxide control, 0% = buffer; 200,000 tested, 0.03% active;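 active = activation of at least 50% relative to the plate's high and low controls in the primary single-dose screen; inactive = activation below 50%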;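 note: compound incubated with DTT at 0.8 mM final as the reducing agent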
ROMK primary – ROMK potassium channel modulators, primary screen, cell-based, thallium flux, MLSMR library | AID 1918, 2009 | ATP-sensitive inward rectifier potassium channel 1 (Homo sapiens), P48048 | B-score at 10 µM | 130,000 tested, 2% active | Tet-inducible ROMK, thallium flux fluorescence; actives lie on both sides;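 active = signal ratio slope over the read window, or its plate-corrected B-score, at least 3 SD from the plate mean, either direction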;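 note: B-score of the F/F0 ratio slope over 7 to 12 s after thallium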
S1P3 antagonist – S1P3 receptor antagonists, primary screen, cell-based. CHO S1P3 NFAT-BLA reporter, FRET fluorescence, antagonist mode. AID 485, 2006. Sphingosine 1-phosphate receptor 3 (Homo sapiens), Q99500. 170,000 tested, 0.27% active. inhibition, % at 4.98 µM;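 active = inhibition above the plate cutoff, the mean inhibition of test wells on that plate plus 3 SD, cut at about 28% in these data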;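 note: cells challenged with S1P at its EC80 of 0.8 µM; blue over green emission ratio from cleaved BLA substrate after 4 h stimulation; 0% = S1P-stimulated wells and 100% = unstimulated DMSO-only wells; some compounds past the cut are filed as inactive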
Target sequence (Q99500 whole entry, looked up): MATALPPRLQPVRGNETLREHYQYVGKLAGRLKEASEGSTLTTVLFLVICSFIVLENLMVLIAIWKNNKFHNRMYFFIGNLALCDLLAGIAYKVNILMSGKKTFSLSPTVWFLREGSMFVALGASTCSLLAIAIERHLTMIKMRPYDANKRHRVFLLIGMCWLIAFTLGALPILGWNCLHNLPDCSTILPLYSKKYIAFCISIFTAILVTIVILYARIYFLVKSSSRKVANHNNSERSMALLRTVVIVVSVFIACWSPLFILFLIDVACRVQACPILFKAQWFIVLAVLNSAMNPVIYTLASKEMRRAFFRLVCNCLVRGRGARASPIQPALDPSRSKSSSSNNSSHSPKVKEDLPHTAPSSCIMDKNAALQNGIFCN
PPARg SRC-1 ag – PPARgamma agonists recruiting SRC-1 coactivator, primary screen, biochemical; PPARgamma-SRC-1 coactivator recruitment biochemical assay; activation, % at 8 µM; 200,000 tested, 0.41% active; Peroxisome proliferator-activated receptor gamma (Homo sapiens), P37231; in the data active = activation above about 19%;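 note: 0% = DMSO and 100% = reference agonist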
Target sequence (P37231 whole entry, looked up): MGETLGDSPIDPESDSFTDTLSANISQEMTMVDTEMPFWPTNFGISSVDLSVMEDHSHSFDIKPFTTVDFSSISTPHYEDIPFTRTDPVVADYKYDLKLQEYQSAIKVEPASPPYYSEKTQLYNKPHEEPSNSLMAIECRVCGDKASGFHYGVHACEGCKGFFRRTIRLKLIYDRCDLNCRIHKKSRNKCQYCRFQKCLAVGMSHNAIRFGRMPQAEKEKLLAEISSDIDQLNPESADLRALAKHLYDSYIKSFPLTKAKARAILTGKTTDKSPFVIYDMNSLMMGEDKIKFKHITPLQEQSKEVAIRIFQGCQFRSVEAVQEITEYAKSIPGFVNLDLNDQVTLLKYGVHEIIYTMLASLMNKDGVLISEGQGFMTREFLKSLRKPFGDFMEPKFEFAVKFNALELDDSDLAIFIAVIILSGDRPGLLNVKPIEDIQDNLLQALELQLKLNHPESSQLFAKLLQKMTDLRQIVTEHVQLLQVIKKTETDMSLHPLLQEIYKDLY
RAM inhibit – inhibitors of the yeast RAM network, primary screen, dse1pr::URA3 reporter, 5-FOA selection. 190,000 tested, 1.8% active. inhibition, % at 50 µM. AID 868, 2007. S. cerevisiae dse1pr::URA3 reporter, 5-FOA growth OD615, 2 d; analog-sensitive cbk1-as2 kinase mutant strain;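 active = inhibition above a set limit, 3 SD over mean compound inhibition, cut at about 8.4% in these data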;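 note: 0% = DMSO-only wells with no growth and 100% = 10 µM 1-NA-PP1 full growth; inhibition rescues growth on 5-FOA so higher OD means more RAM inhibition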
TR-FRET SRC-2 ct – TR-FRET signal artefacts, primary screen, artefact control for PPARgamma SRC-2 agonist project, biochemical; TR-FRET artefact counter-screen; active compounds read high; TR-FRET ratio at 8 µM; 200,000 tested, 0.4% active; in the data active = TR-FRET ratio above about 2000; note: inactives centre near 1500
PPARg SRC3 recr – PPARgamma agonists recruiting SRC-3 coactivator, primary screen, biochemical; Peroxisome proliferator-activated receptor gamma (Homo sapiens), P37231; biochemical PPARgamma/SRC-3 coactivator recruitment assay; activation, % at 8 µM; 200,000 tested, 0.26% active; in the data active = activation above about 23%;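 note: 0% = DMSO and 100% = reference agonist; some compounds past the cut are filed as inactive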
bIAP inh – bovine intestinal alkaline phosphatase inhibitors, primary screen, selectivity assay for TNAP inhibitor project, biochemical, bovine IAP, CDP-star luminescence; alkaline phosphatase, intestinal [Bos taurus]; inhibition, % at 20 µM; purified bovine IAP, 30 min; 190,000 tested, under 10 active;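 active = over 50% inhibition of intestinal alkaline phosphatase at 20 µM in the single-dose screen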
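System: purified bovine intestinal alkaline phosphatase (IAP) enzyme; Input: IAP diluted 1/65,000,000 in the well; Measured by: CDP-star luminescence signal; Compound dosing: 20 µM single dose; Incubation: 30 min reaction at room temperature.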
PPARg SRC-2 ag – agonists of PPARg-SRC-2 recruitment, primary screen, biochemical, HTS; activation, % at 8 µM; PPARgamma LBD-SRC-2 recruitment; AID 1032, 2008; Peroxisome proliferator-activated receptor gamma (Homo sapiens), P37231; 200,000 tested, 0.34% active; in the data active = activation above about 22%;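 note: 0% = vehicle and 100% = reference agonist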
* marks the source's active call; other numbers are inactive results; / = not tested or not shown.

SMILES	L major viab	Efa HMGR inh	Redox H2O2 prof	ROMK primary	S1P3 antagonist	PPARg SRC-1 ag	RAM inhibit	TR-FRET SRC-2 ct	PPARg SRC3 recr	bIAP inh	PPARg SRC-2 ag
NC(=S)Nc1cccc2cn[nH]c12	0	1	-1.2	-2.1	-26	-2	-0.2	1549	-1	-12	-2
Cc1onc(C(=O)N2CCC(C(N)=O)CC2)c1-c1ccccc1Cl	-11	-4	1.1	/	-12	-3	0.9	1674	10	17	10
NC1=NN=C(N2N=C(c3ccco3)CC2(O)C(F)(F)F)n2ncnc2C1 (centres undefined)	-5	5	-1.2	-0.39	-7	3	0.8	1567	0	-61	-4
CSc1nc2ccccc2c(=O)n1N	-6	-1	2.2	/	2	-8	2.6	1646	4	24	5
CC1CCCCC1NC(=O)C1CCN(C(=O)NC2CCCCC2)CC1 (centres undefined)	-1	-3	2.5	/	16	-3	2.2	1473	-6	5	-3
Cc1[nH]c(=O)[nH]c(=O)c1CSCC(=O)OCC(=O)c1ccc(Br)cc1	-6	-3	-0.4	2.5	0	5	5.3	1684	4	9	-4
O=C(CNCCN1CCOCC1)Nc1ccccc1Sc1ccccc1	50	-6	-0.1	-0.46	-8	-5	-0.7	1464	4	1	-12
OC1CCCN(Cc2ccccc2)C1 (centres undefined)	-2	-1	-13	/	/	3	0.1	1633	-3	-5	4
CC(C)c1ccc(C(C(=O)NC2CCCC2)N(C(=O)CNC(=O)c2ccco2)c2cccnc2)cc1 (centres undefined)	-8	3	-0.9	/	/	6	0.9	1753	0	-11	7
COC(=O)c1ccc(-c2nc3cc(N)ccc3o2)cc1	3	3	0.5	/	/	4	1.1	1565	-3	8	7
CCn1cc[n+](C)c1P(c1ccccc1)c1ccccc1	98*	-5	-0.1	0.54	17	-1	1.3	1429	0	10	0
Cc1ccc(Nc2nnc(SCc3cc(=O)n4cc(C)ccc4n3)s2)cc1	68*	0	-0.7	/	8	-6	11*	1307	-1	-10	-10
CCOc1ccc(-n2c(N)c(-c3nc4ccccc4n3C)c3nc4ccccc4nc32)cc1	9	0	0.9	/	6	1	-0.2	1622	1	44	1
CC(C)C(=O)Nc1nnc(SCC(=O)NC2CC2)s1	-1	-5	2.0	/	-9	7	2.0	1716	1	4	2
Cc1ccc(C(=O)c2c(NC(=O)c3ccccc3C)sc(C)c2C)cc1	5	-1	1.6	/	/	0	10*	1524	2	22	-2
CC1=C(C(=O)Nc2ccccn2)C(c2ccc(N(C)C)cc2)n2ncnc2N1 (centres undefined)	2	-7	2.2	/	8	-5	0.0	1376	1	13	-6
CC(=O)N1CCC(N(CCN2CCOCC2)C(=S)Nc2ccc(C)c(C)c2)CC1	1	-5	-2.4	-0.47	-6	11	5.1	1624	-1	-3	4
CC1=C(C)CC(C(=O)c2ccc(C)cc2)C(C(=O)O)C1 (centres undefined)	-6	-5	0.1	0.3	/	1	-0.8	1308	0	-4	6
CN(C)CCNC(=O)CNC(=S)N(CCCN1CCOCC1)Cc1cccs1	-1	-1	0.1	-8.5*	-3	1	-0.3	1629	5	-22	10
COc1ccc(S(=O)(=O)Cc2ccc(C(=O)N3CCN(c4ncccn4)CC3)o2)cc1	-5	/	-0.8	/	-26	-4	/	1704	-11	/	-1
CC(C)(C)c1ccccc1N=Cc1ccc2ccccc2n1	-6	1	2.8	/	/	4	1.9	1522	8	12	9
Cc1cc(-c2nnc(CCC(=O)NC(C)c3cccc4ccccc34)o2)no1 (centres undefined)	17	-5	-0.3	0.48	-13	-4	4.4	1410	-3	-10	-1
COc1ccc(CCNC(=O)c2ccc(Cl)cc2)cc1	-4	-5	-0.1	-0.97	/	6	3.0	1483	1	17	6
Cc1cc(C(C)(C)C)nc2[nH]n(-c3ccccc3)c(=O)c12	28	-4	-0.7	0.1	/	4	-0.2	1886	15	6	14
CCc1nc(N)c(C#N)c(-c2cccn2C)c1C	-2	/	0.9	0.41	-14	4	/	1525	-5	/	11

In the list so far, two contain a thiophene ring, fused or not.
SMILES	L major viab	Efa HMGR inh	Redox H2O2 prof	ROMK primary	S1P3 antagonist	PPARg SRC-1 ag	RAM inhibit	TR-FRET SRC-2 ct	PPARg SRC3 recr	bIAP inh	PPARg SRC-2 ag
Cc1ccc(C(=O)c2c(NC(=O)c3ccccc3C)sc(C)c2C)cc1	5	-1	1.6	/	/	0	10*	1524	2	22	-2
CN(C)CCNC(=O)CNC(=S)N(CCCN1CCOCC1)Cc1cccs1	-1	-1	0.1	-8.5*	-3	1	-0.3	1629	5	-22	10

The listing picks up, repeating the five entries before the break.
SMILES	L major viab	Efa HMGR inh	Redox H2O2 prof	ROMK primary	S1P3 antagonist	PPARg SRC-1 ag	RAM inhibit	TR-FRET SRC-2 ct	PPARg SRC3 recr	bIAP inh	PPARg SRC-2 ag
CC(C)(C)c1ccccc1N=Cc1ccc2ccccc2n1	-6	1	2.8	/	/	4	1.9	1522	8	12	9
Cc1cc(-c2nnc(CCC(=O)NC(C)c3cccc4ccccc34)o2)no1 (centres undefined)	17	-5	-0.3	0.48	-13	-4	4.4	1410	-3	-10	-1
COc1ccc(CCNC(=O)c2ccc(Cl)cc2)cc1	-4	-5	-0.1	-0.97	/	6	3.0	1483	1	17	6
Cc1cc(C(C)(C)C)nc2[nH]n(-c3ccccc3)c(=O)c12	28	-4	-0.7	0.1	/	4	-0.2	1886	15	6	14
CCc1nc(N)c(C#N)c(-c2cccn2C)c1C	-2	/	0.9	0.41	-14	4	/	1525	-5	/	11
CCOC(=O)CNC(=O)C1CCCc2c1[nH]c1ccc(Cl)cc21 (centres undefined)	-4	-8	-1.2	-0.87	14	-3	2.1	1508	12	-15	-2
CCOC(=O)C1(CC2CCCCO2)CCN(S(=O)(=O)c2ccc(OC)cc2)CC1 (centres undefined)	0	-4	-0.5	-0.28	-1	-3	0.1	1457	-5	-8	1
CCCC[C@@H]1C[C@H]1[C@@H](NC(=O)c1ccccc1)c1ccccc1C(F)(F)F	14	-4	-0.4	-0.5	-6	3	22*	1499	1	-2	0
Cc1c(C(=O)NCCCN2CCCC2=O)oc2ccc(S(=O)(=O)N3CCOCC3)cc12	-7	0	0.3	-0.018	/	5	1.5	1578	-3	3	17
Cc1noc(C)c1C(=O)Nc1nc(-c2ccccc2Cl)cs1	3	3	-1.0	-0.89	-11	6	3.9	1842	-2	11	13
Cc1ccc2nsnc2c1S(=O)(=O)N1CCCC1	4	-2	2.5	-0.85	-2	-3	0.2	1573	1	12	-10
CCOc1ccc(NC(=S)NN(C)C(=S)Nc2ccc(OCC)cc2)cc1	-9	1	0.0	0.42	9	2	4.4	1425	4	1	7
COc1c(S(=O)(=O)N2CCCC2)ccc(Cl)c1Cl	1	0	-2.9	/	-16	-4	0.0	1436	0	8	9
O=C(CCCCn1c(=O)[nH]c2ccccc2c1=O)NCCC1=CCCCC1	18	-2	1.8	0.44	-25	-2	4.3	1385	-6	-4	-6
Cc1cccc(OCc2nnc(SCC(=O)N3CCN(c4ccccc4)CC3)o2)c1C	-2	-1	2.5	/	/	2	1.7	1429	1	-14	-3
COc1ccc(C2OC(=O)CC2C(=O)NCc2ccc(C)cc2)cc1OC (centres undefined)	-5	0	-0.1	/	-2	-3	1.0	1443	-3	0	-7
CCOc1ccc(C(=O)OCC(=O)Nc2ccc(SC(F)F)cc2)cc1OCC	-7	4	-0.3	-0.017	6	3	4.3	1433	1	-4	-4
CCOC(=O)C1=C2N(C)c3ccccc3N2CCC1=O	-2	-1	-1.9	/	-28	12	1.7	1469	3	10	4
CCCn1c(SC(C(=O)Nc2cc(C)ccc2OC)c2ccccc2)nc2ccccc2c1=O (centres undefined)	18	-5	0.8	/	-2	2	3.9	1488	2	-31	6
CCc1c(C)c(C#N)c2nc3ccccc3n2c1N1CCN(c2cc(C)ccn2)CC1	-2	-3	2.2	/	/	2	2.9	1525	-2	-6	3
O=C(CSc1nc2nc(-c3cccs3)cc(C(F)(F)F)c2c(=O)[nH]1)NCc1ccco1	-11	0	-0.1	-0.37	-36	7	2.1	1625	11	3	6
Cc1ccc(NC(=O)/C=C/c2ccco2)nc1	0	-3	-0.2	4.5*	23	16	1.3	1724	4	11	14
CC(C)Cn1c(SCc2nnc(-c3cccs3)o2)nc(O)cc1=O	-7	-7	0.5	0.54	-6	2	3.5	1604	-4	10	-1
CC(C)C[C@H](NC(=O)OC(C)(C)C)C(=O)N/N=C/c1ccc2nccnc2c1	6	-4	0.4	/	/	6	-0.1	1510	6	2	3
COCCNC(=O)C1CCN(C(=O)c2cc3sccc3n2Cc2ccc(F)cc2)CC1	3	2	-0.1	0.068	13	13	1.8	1605	4	-1	5
O=[N+]([O-])c1ccc(-n2nnnc2CN2CCCCC2)cc1	1	1	-0.7	1.2	-1	12	2.1	1657	2	0	12
O=C(Cc1ncc(C(F)(F)F)cc1Cl)NCCc1ccccn1	-5	-6	-1.0	-0.32	1	7	1.8	1643	3	-8	15
Cn1cc(S(=O)(=O)N2CCN(c3ccc(F)cc3)CC2)c(=O)n(C)c1=O	1	-6	-0.9	/	/	-10	0.8	1529	-9	-5	-4
COc1cccc(OCC(=O)NC2CCCCC2)c1	0	-2	3.6	-0.11	-4	1	2.7	1512	-4	1	-5
COc1ccc(S(=O)(=O)N(n2c(C)nnc2-n2nc(C)cc2C)S(=O)(=O)c2ccc(OC)cc2)cc1	-7	3	4.0	/	/	3	0.9	1451	-4	-1	4

Quoted at random: 2 compounds from above, in no set order.
SMILES	L major viab	Efa HMGR inh	Redox H2O2 prof	ROMK primary	S1P3 antagonist	PPARg SRC-1 ag	RAM inhibit	TR-FRET SRC-2 ct	PPARg SRC3 recr	bIAP inh	PPARg SRC-2 ag
Cc1c(C(=O)NCCCN2CCCC2=O)oc2ccc(S(=O)(=O)N3CCOCC3)cc12	-7	0	0.3	-0.018	/	5	1.5	1578	-3	3	17
CCOC(=O)C1=C2N(C)c3ccccc3N2CCC1=O	-2	-1	-1.9	/	-28	12	1.7	1469	3	10	4

Screening results from PubChem.

Hits appear at their usual frequency, and some 13% of all compounds hit somewhere here.
